# Tau fibril FP: tau fibrillization inhibition (FP); AID 1468; hit rate 0.39% among 280,000; K18 P301L tau heparin fibrillization, Alexa594 FP, 6 h; Potency, µM (titrated, usually from 57.7 µM), without a hit: at the highest dose activity, negative = inhibition, hits mostly inhibitors; further: on the % scale 0 is the no-effect control and ±100 the full control effect; nearly all actives have a fitted effect of over 55% in size
# Target sequence (P10636 561-689 P618L limits assumed): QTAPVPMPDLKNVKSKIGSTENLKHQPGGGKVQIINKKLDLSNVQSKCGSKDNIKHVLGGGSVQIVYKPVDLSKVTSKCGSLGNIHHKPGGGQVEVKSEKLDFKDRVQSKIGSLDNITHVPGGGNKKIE
#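 K18 P301L tau (15 uM unlabeled/0.24 uM Alexa 594-labeled, final) + compound + heparin 20 uM final; 100 mM NaOAc pH 7; 6 hr 37 C; ThT 30 uM final added, 1 hr RT; FP ex 555/em 632 nm.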
# L3MBTL1 block: blocks human L3MBTL1; AlphaScreen L3MBTL1–H3K9me1 peptide binding; Potency, µM (titrated, usually from 57.1 µM), for the others: at the top dose activity, negative = inhibition, actives largely listed as inhibitors; hit rate 0.66% among 230,000; AID 485360; further: on the % scale 0 is the no-effect control and ±100 the full control effect; nearly all actives have a fitted effect of over 60% in size
#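 Displacement of a biotinylated histone H3(1-15) peptide monomethylated at Lys9 (75 nM) from L3MBTL1 (50 nM) was measured by AlphaScreen after a 30 min room-temperature compound incubation; cefsulodin titration served as intraplate control.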
# Tau fluor cs: counter-screen for tau fibril formation inhibitors; tau K18 P301L Alexa594 fluorescence, heparin fibrillization; Potency, µM (top dose mostly 57.7 µM), without a hit: at the highest dose activity change, negative = decrease; hit rate 0.93% among 280,000; further: on the % scale 0 is the no-effect control and ±100 the full control effect; nearly all actives have a fitted effect of over 55% in size
#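 Human tau K18 P301L (15 uM unlabeled, 0.24 uM Alexa 594-labeled) in 100 mM sodium acetate pH 7 with 20 uM heparin, 6 hr at 37 C. ThT 30 uM added, 1 hr ambient; Alexa 594 FP and total fluorescence read at 555/632 nm.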
# TexasRed fluor: Texas Red fluorescence interference in TRb-SRC2 counter-screen; Potency, µM (top dose mostly 106 µM), for the others: at the highest dose fluorescence change, negative = quenching; hit rate 0.29% among 280,000; AID 1479; TRb/SRC2 Texas Red total fluorescence interference; active means well fitted curve in either direction with a large enough effect; inconclusive means small, poorly fitted or top-dose-only effect; further: on the % scale 0 is the no-effect control and ±100 the full control effect
#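 Human TRb ligand-binding domain at 0.6 uM with 20 nM Texas Red SRC2 peptide in Tris buffer containing 1 uM T3 and 5% DMSO, incubated with compound 5 h at ambient temperature. Total fluorescence (555/632 nm) calculated as parallel + 2 × perpendicular.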
# TRb SRC2 PPI: disrupts binding of human TR beta to SRC2; P10828; TRbeta-SRC2 peptide binding, fluorescence polarization; receptor liganded with 1 µM T3; Potency, µM (series often up to 106 µM), for the others: top-dose activity change, negative = inhibition, most hits filed as inhibitors; hit rate 0.065% among 280,000;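 further: plate controls were bound peptide for no effect and peptide without receptor for full effect; nearly all actives have a fitted effect of over 50% in size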
# Target sequence (P10828 whole entry, looked up): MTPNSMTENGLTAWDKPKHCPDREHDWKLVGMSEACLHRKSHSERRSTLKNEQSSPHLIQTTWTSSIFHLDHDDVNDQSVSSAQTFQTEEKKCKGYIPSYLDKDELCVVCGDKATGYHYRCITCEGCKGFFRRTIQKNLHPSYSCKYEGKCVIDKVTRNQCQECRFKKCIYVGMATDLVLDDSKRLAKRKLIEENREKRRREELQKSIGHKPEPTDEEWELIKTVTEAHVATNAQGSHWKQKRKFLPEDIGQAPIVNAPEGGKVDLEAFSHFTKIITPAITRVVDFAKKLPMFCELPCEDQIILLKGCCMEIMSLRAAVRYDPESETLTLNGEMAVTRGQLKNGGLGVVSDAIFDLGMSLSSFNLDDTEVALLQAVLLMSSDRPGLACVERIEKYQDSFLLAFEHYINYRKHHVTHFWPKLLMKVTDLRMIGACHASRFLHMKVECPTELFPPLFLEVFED
#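 Each compound concentration gave % activity, normalized to unbound and bound Texas Red SRC2 controls, from polarization read after 5 hr ambient incubation with T3-loaded human TRb LBD.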
# Tau ThT inhib: inhibitors of human tau fibril formation, thioflavin T binding; hit rate 2.1% among 270,000; recombinant tau K18 P301L (four-repeat tau fragment), heparin-induced fibrillization, ThT fluorescence; AID 1460; Potency, µM (doses to about 57.4 µM), for the others: top-dose activity, negative = inhibition, hits mostly inhibitors; P10636; further: on the % scale 0 is the no-effect control and ±100 the full control effect; nearly all actives have a fitted effect of over 55% in size
#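 Aggregation was driven by heparin (20 uM final) acting on recombinant tau […] bearing P301L in 100 mM sodium acetate pH 7; fibrils were detected with Thioflavin T.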
# RECQ1 inh: blocks DNA unwinding by human RECQ1. P46063. RECQ1 DNA unwinding, red fluorescence kinetic read. Potency, µM (titrated, usually from 57.3 µM), for the others: at the top dose activity, negative = inhibition, usual class: inhibitors. hit rate 0.54% among 240,000;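 further: plate controls were vehicle for no effect and no enzyme for full effect; nearly all actives have a fitted effect of over 30% in size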
#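 RECQ1T1 50 nM; forked duplex (20 bp + 30-nt ss tails) 200 nM, ATP 2 mM final; pH 8.0, 2 mM MgCl2, 2.5 ug/ml poly(dI-dC); 15 min compound preincubation; discontinuous kinetic read over 2 h at RT.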
# HTT ATP protect: cytoprotection in Huntington HTT-Q103 PC12 cell model | PC12 HTT-Q103 induced, cytoprotection, ATP luminescence, 40 h | Potency, µM (titrated, usually from 56.4 µM), inactives show cytoprotection (ATP increase), hits mostly activators | hit rate 0.14% among 230,000 | AID 1471;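 further: % of control where 0% means no effect; nearly all actives have a fitted effect of over 45% in size; toxic huntingtin expression switched on by the ecdysone agonist tebufenozide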
#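 Compounds were screened for protection of PC12 cells against cell death after tebufenozide induction (100 nM final) of mutant Huntingtin exon 1 (Q103) fused to GFP.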
# * marks the source's active call; other numbers are inactive results; i = inactive; ? = inconclusive; / = no result given; [ ] = dose if it differs, or a comment. Unless noted, the call rests on the fitted dose curve; in most records, active means well fitted curve in the direction sought with a large enough effect; inconclusive means small, poorly fitted or top-dose-only effect, or another doubt; inactive means no such curve, though single readings can be large; an effect the other way counts as inactive or inconclusive. Potency means the concentration at half of the fitted maximal effect.
SMILES,Tau fibril FP,L3MBTL1 block,Tau fluor cs,TexasRed fluor,TRb SRC2 PPI,Tau ThT inhib,RECQ1 inh,HTT ATP protect
Cc1ccc(NS(=O)(=O)c2cccc(C(=O)NCC(c3cccs3)N(C)C)c2)cc1 (centres undefined),-2%,-10%,-5%,-2%,7%,9%,-7%,-24%
CCOC(=O)N1CCN(C(=O)CS(=O)(=O)c2cn(Cc3cccc(F)c3)c3ccccc23)CC1,4%,/,-6%,2%,1%,-8%,i,7%
COc1ccc(N2CCN(CCCNC(=O)c3ccc4nc(CCc5ccccc5)oc4c3)CC2)cc1,10%,/,-23%,1%,4%,?,/,/
Cc1ccc(OCc2nc3ccccc3[nH]2)cc1,1%,-6%,4%,-2%[53 µM],-7%[53 µM],7%,0%,-28%[10 µM]
CC(=O)Nc1ccc(S(=O)(=O)Nc2ccc([N+](=O)[O-])cc2)cc1,-1%,/,-12%,0%,0%,-10%,-12%,-104%[inhibitor]
CC1CSc2n(-c3cccc(C(F)(F)F)c3)cc(-c3ccccc3)[n+]21 (centres undefined),-1%,9%,10%,-1%,-10%,9%,-1%,-46%[inhibitor]
CCn1cc2c(c1-c1cccc(C)c1)c(=O)n(C)c(=O)n2C,-11%,-5%,-8%,-5%,-5%,-21%,-10%,24%
Cc1ccc(N2CCn3c2nc2c3c(=O)n(CCCc3ccccc3)c(=O)n2C)cc1C,-7%,/,11%,4%,0%,12%,/,/
Cc1c(C(=O)Nc2cccc3cccnc23)oc2ccccc12,-11%,9%,-12%,-1%,-12%,-6%,5%,-25%
CCCCCc1cc(=O)oc2c(C(CCN3CCCCC3)c3ccc4c(c3)OCO4)c(OC)cc(OC)c12 (centres undefined),0%,/,13%,-6%,-1%,-11%,i,-26%[10 µM]
CCOC(=O)Cn1c(=O)oc2cc(S(=O)(=O)NCCC(C)C)ccc21,1%,/,-7%,-4%,2%,-3%,-17%,-27%
O=C(c1ccc(COc2ccc(Cl)cc2)cc1)N1CCCCC1,4%,11%,-7%,-2%,-3%,?,i,-4%
C=CCOc1c(Br)cc(/C=N/Nc2ccc(C(=O)O)cc2)cc1OCC,?,-5%,?,1%,-1%,?,-20%,/
CCc1ccc(N2C(=O)C3C(C2=O)N2CCCN2C3c2ccccc2)cc1 (centres undefined),-1%,-1%,-18%,0%,-9%,-13%,-1%,5%[10 µM]
Cc1ccc(Cl)cc1N1CCN(Cc2nnc(-c3ccc4c(c3)OCO4)o2)CC1,0%,/,-22%,-2%,-7%,?,/,/
O=c1[nH]c(CSc2nc3ccccc3o2)nc2c1cnn2-c1ccccc1,1%,-9%,-13%,1%,3%,-10%,-2%,3%[10 µM]
COc1ccc(CCn2nnnc2C(c2ccccc2)N2CCN(C)CC2)cc1OC (centres undefined),0%,-7%,7%,-7%,-3%,3%,i,-7%[10 µM]
CSc1nnc(-c2ccco2)c(-c2ccco2)n1,?,/,?,-12%,0%,13µM*,?,36%
COc1cc(OC)cc(C(=O)Nc2ccc3oc(-c4ccc(Cl)cc4)nc3c2)c1,?,/,-2%,0%,1%,?,/,/
C/C(=N\NC(=O)Cc1cccn1C)c1cccc2ccccc12,-1%,/,-13%,-3%,3%,-25%,-15%,16%[10 µM]
COc1cccc(CNC(=O)C2CCN(Cc3cnn(-c4ccccc4)c3-n3cccc3)CC2)c1,-1%,-7%,-8%,-2%,-6%,-17%,1%,-46%[inhibitor]
CC(CN1CCOCC1)OC(=O)C(c1ccccc1)c1ccccc1 (centres undefined),2%,17%,0%,2%,3%,-5%,i,-8%[10 µM]
COc1cccc(N2CCN(C(=S)Nc3cc(C)cc(C)c3)CC2)c1,3%,14%,-12%,0%,-1%,-5%,i,-6%[10 µM]
O=C(NCc1cccnc1)c1cn(CCc2ccccc2)nn1,3%,4%,7%,0%,3%,-1%,i,29%[10 µM]
Cc1noc(C)c1COC(=O)c1cccc(S(=O)(=O)N2c3ccccc3CC2C)c1 (centres undefined),2%,4%,-24%,0%,-1%,?,-5%,-21%
CCCC(=O)C1=C(N2CCCCC2)CC(C)(C)C(C(=O)OC)C1=O (centres undefined),-4%,1%,-9%,-1%,-6%,-5%,-9%,22%[10 µM]
N/C(=N\O)c1ccccc1N1CCCCC1,1%,-2%,2%,0%,-6%,-6%,i,-27%
CC1CCC/C(=N/NC(=O)c2ccccc2-n2cccc2)C1 (centres undefined),2%,1%,-2%,-4%,6%,-3%,-6%,/
O=[N+]([O-])c1cccc(/C=N/Nc2cc(Cl)nc(-c3ccccc3)n2)c1,?,2%,?,0%,8%,?,-3%,-15%
C(#CC1C=CC2OC(c3ccccc3)OCC2O1)c1ccccc1 (centres undefined),?,/,-7%[11.6 µM],-1%[11.2 µM],-2%[11.2 µM],-17%[11.5 µM],-7%[11.5 µM],-7%[10 µM]
O=C(Nc1nc2n(n1)C(c1ccc(Cl)cc1)CC(c1ccc(Cl)cc1)N2)c1ccco1 (centres undefined),-6%,0%,-20%,-2%,-4%,-23%,-10%,23%[10 µM]
CCOC(=O)c1c(NC(=O)CSc2cn(CCNC(=O)c3cccc(C(F)(F)F)c3)c3ccccc23)sc2c1CCC2,?,/,?,2%,8%,-12%,/,/
COc1ccc(C2=Nc3cc(C)ccc3OC2)cc1,-12%,-4%,-21%,0%,2%,?,-9%,?
COc1ccc(C(=O)NN2CCCCC2)cc1OC,1%,8%,0%,-1%,-7%,3%,-16%,5%[10 µM]
O=C(NCCc1nc2ccccc2[nH]1)c1cc([N+](=O)[O-])cc([N+](=O)[O-])c1,3%,-2%,-15%,?,0%,?,-16%,-6%[1.9 µM]
CS(=O)(=O)c1ncc(N(Cc2ccco2)Cc2ccco2)c(C(=O)Nc2ccccc2Br)n1,-2%,/,-15%,6%,-2%,-3%,/,/
CC(=O)Nc1ccc(S(=O)(=O)NCCSc2ccccn2)cc1,1%,5%,0%,-2%,-8%,-1%,0%,-12%
Cc1ccc(OCC(=O)N2CCc3ccccc32)cc1,0%,4%,-13%,-1%,1%,?,i,/
CC1CN(C(=O)N(C)C)CCN1C(=O)N(C)C (centres undefined),0%,5%,-2%,-7%,4%,-2%,-8%,-5%
OCC1(Cc2ccccc2)CCN(Cc2cccc(F)c2F)CC1,-3%,2%,-4%,-1%,5%,-1%,0%,1%[10 µM]
CCCC(=O)Nc1nnc(COC)s1,6%,5%,5%,2%,-15%,1%,-6%,-18%
CCOP(=O)(OCC)C(Nc1ccccc1)c1cccnc1 (centres undefined),-3%,6%,-7%,-4%,8%,-10%,-5%,26%[10 µM]
Cn1c(SCC(=O)NC2CC2)nnc1C(F)(F)F,-6%,1%,-10%,3%,3%,-15%,-2%,9%[10 µM]
COc1cc(C2C(C#N)=C(N)OC3=C2C(=O)CCC3)c([N+](=O)[O-])cc1OC (centres undefined),-3%,?,-16%,-2%,-7%,?,i,-9%
Cc1c(C)[n+](=O)c(-c2ccc(F)cc2)c(C)n1[O-],6%,3%,3%,-1%,-4%,-2%,-5%,0%
CNCc1cc(Br)c(OCC(=O)Nc2ccccc2OC)c(OC)c1,-15%,-2%,-5%,-3%,5%,-4%,16%,7%[10 µM]
Cc1cccc(NC(=S)N/N=C2\CC(C)(C)Oc3ccc(O)cc32)c1,?,-6%,?,-4%,1%,-8%,-5%,?
O=[N+]([O-])c1ccc(N2CCN(S(=O)(=O)c3ccccc3)CC2)cc1NCc1cccnc1,-1%,-3%,-20%,3%,7%,?,-8%,2%[10 µM]

# Looked up above:
# CCCC(=O)Nc1nnc(COC)s1 – RECQ1 inh: -6%
# Cc1cccc(NC(=S)N/N=C2\CC(C)(C)Oc3ccc(O)cc32)c1 – TRb SRC2 PPI: 1%

# Additional records.
SMILES,Tau fibril FP,L3MBTL1 block,Tau fluor cs,TexasRed fluor,TRb SRC2 PPI,Tau ThT inhib,RECQ1 inh,HTT ATP protect
Cc1cccc2[nH]c3c(N4CCC5(CC4)OCCO5)ncnc3c12,?,12%,?,-8%,-9%,?,i,-55%[inhibitor]
Cc1ccc(NC(=S)NCc2ccco2)c(C)c1,0%,-3%,0%,-4%,3%,7%,10%,39%[10 µM]
Cc1cccc2nc(-c3ccc(N(C)C)cc3)c(Nc3ccc4c(c3)OCO4)n12,-3%,/,?,-8%,4%,?,/,/
C=CCc1ccccc1OCCSc1nc(-c2ccccc2F)nc2cc(=O)[nH]n12,-3%,/,-17%,-1%,-6%,-18%,/,/
N#Cc1nc(-c2ccc(OCc3ccc(Cl)cc3)cc2)oc1N1CCOCC1,-3%,-2%,7%,1%,-8%,4%,-4%,0%
C=CCSc1nc(C)c(Cc2cccc3ccccc23)c(=O)[nH]1,1%,-12%,-3%,-3%,-6%,1%,21%,-12%
CO[C@H]1COC(=O)[C@H](C)NC(=O)[C@@H](C)COC(=O)[C@H]2CCCN2C(=O)C/C=C\[C@H]1C,1%[11.6 µM],/,-12%[11.6 µM],-1%[11.2 µM],7%[11.2 µM],-13%[11.5 µM],i[11.5 µM],?
CCOC(=O)Cn1c(=O)oc2cc(S(=O)(=O)N3CCC(C(=O)OCC)CC3)ccc21,-4%,/,2%,2%,4%,5%,/,/
CCCCC(=O)NC(=O)NC(c1ccccc1)c1ccccc1,-2%,-2%,-19%,0%,-5%,-6%,-4%,3%[10 µM]

# Of the compounds above, 3 have a CF3 group:
SMILES,Tau fibril FP,L3MBTL1 block,Tau fluor cs,TexasRed fluor,TRb SRC2 PPI,Tau ThT inhib,RECQ1 inh,HTT ATP protect
CC1CSc2n(-c3cccc(C(F)(F)F)c3)cc(-c3ccccc3)[n+]21 (centres undefined),-1%,9%,10%,-1%,-10%,9%,-1%,-46%[inhibitor]
CCOC(=O)c1c(NC(=O)CSc2cn(CCNC(=O)c3cccc(C(F)(F)F)c3)c3ccccc23)sc2c1CCC2,?,/,?,2%,8%,-12%,/,/
Cn1c(SCC(=O)NC2CC2)nnc1C(F)(F)F,-6%,1%,-10%,3%,3%,-15%,-2%,9%[10 µM]

# Compound activity: PubChem, National Center for Advancing Translational Sciences (NCATS)

# The list is partial; rates above refer to the full screens.
